# Source: PubChem
# PTHR1 ag = qHTS for PTHR1 Agonists: Primary Screen; Parathyroid hormone/parathyroid hormone-related peptide receptor (Homo sapiens), Q03431; HEK293 GP2 PTHR1 cells, GloSensor cAMP luminescence, 1 h; Potency, µM (series often up to 115 µM), for the others: top-dose activation, usual class: activators; 410,000 tested, 0.075% active; note: potency is the fitted concentration of half-maximal effect; nearly all actives have a fitted effect of over 55% in size; some results filed as inactive show a strong effect at the top dose; inactives centre near -15; many of its hits are not listed in these tables
#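 HEK-293-derived GP2 cells expressing PTHR1 and a GloSensor cAMP reporter, 3,000/well, plated overnight, given luciferin plus IBMX (each 0.5 mM as added) for 1 h at 37 °C, then compound for 1 h at 37 °C. Luminescence was read after 15 min at room temperature.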
# D3 antag = qHTS of D3 Dopamine Receptor Antagonist: qHTS | D(3) dopamine receptor (Homo sapiens), P35462 | D3R cells, DiscoveRx beta-arrestin luminescence, antagonist mode; stronger effect = lower value | max response, negative = inhibition, % | 360,000 tested, 2.5% active; in the data active = max response below about -50%; inconclusive = no clear call, values can overlap the other calls; note: % is set by controls: 0 for no effect and ±100 for the full control effect; mostly tested at two doses, the higher about 12 µM
# Target sequence (P35462 whole entry, looked up): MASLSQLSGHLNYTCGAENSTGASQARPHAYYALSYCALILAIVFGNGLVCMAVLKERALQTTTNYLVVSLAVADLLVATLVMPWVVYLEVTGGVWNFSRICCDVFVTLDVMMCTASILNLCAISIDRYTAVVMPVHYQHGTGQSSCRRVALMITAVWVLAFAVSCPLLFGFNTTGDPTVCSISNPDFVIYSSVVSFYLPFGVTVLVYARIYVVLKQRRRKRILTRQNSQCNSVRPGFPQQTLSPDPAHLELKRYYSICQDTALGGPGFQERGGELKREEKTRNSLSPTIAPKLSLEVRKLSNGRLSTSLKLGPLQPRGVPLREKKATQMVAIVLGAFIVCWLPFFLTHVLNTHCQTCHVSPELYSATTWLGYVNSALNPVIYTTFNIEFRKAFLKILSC
#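 Cells plated overnight at 1500 cells/well, then exposed to library compounds with dopamine controls for 90 minutes at 37 degrees C. DiscoveRx reagent added for 30–60 minutes at room temperature; luminescence read, quantitative HTS format.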
# GLP1R ag = qHTS of GLP-1 Receptor Agonists; Glucagon-like peptide 1 receptor (Homo sapiens), P43220; HEK293 GLP-1R CRE-luciferase, luminescence, 4-6 h; cells express a hypersensitive GLP-1R form; Potency, µM (highest dose often 45.6 µM), without a hit: at the highest dose activation, most hits filed as activators; 380,000 tested, 0.007% active; note: potency is the fitted concentration of half-maximal effect; % of control where 0% means no effect
# Target sequence (P43220 whole entry, looked up): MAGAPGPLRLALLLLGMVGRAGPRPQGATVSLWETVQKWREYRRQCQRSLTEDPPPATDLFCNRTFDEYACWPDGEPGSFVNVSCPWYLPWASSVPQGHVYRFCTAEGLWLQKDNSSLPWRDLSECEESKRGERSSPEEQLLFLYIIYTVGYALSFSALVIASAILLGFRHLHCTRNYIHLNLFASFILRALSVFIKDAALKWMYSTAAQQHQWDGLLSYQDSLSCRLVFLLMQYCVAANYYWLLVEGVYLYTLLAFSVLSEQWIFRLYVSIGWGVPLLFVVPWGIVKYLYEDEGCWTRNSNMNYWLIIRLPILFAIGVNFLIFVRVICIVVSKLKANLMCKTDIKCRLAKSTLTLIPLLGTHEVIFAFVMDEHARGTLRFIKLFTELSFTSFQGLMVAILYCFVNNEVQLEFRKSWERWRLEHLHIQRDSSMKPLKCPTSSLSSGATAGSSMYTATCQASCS
# GLP1R inv ag = qHTS of GLP-1 Receptor Inverse Agonists (Inhibition Mode); Potency, µM (series often up to 38.3 µM), inactives show top-dose activity change, negative = inhibition, actives largely listed as inhibitors; 410,000 tested, 1.6% active; Glucagon-like peptide 1 receptor (Homo sapiens), P43220; AID 624417, 2012; HEK293 GLP-1R CRE-luciferase, luminescence, 24 h; GLP-1R form is constitutively active; note: potency is the fitted concentration of half-maximal effect; % is set by controls: 0 for no effect and ±100 for the full control effect; nearly all actives have a fitted effect of over 55% in size
#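 Luminescence readout: a drop in cAMP-driven luciferase signal flags inverse agonism at a constitutively active GLP-1R stably expressed in HEK293. Compound exposure lasted 24 hr at 37 deg C, 5% CO2.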
# TDP-43 yeast inh = qHTS of TDP-43 Inhibitors | 410,000 tested, 1.8% active | AID 652104, 2013 | Potency, µM (series often up to 46.1 µM), inactives show at the highest dose growth rescue (activation), actives largely listed as activators | TDP-43 expressing yeast growth rescue, BacTiter-Glo, 24 h; note: potency is the fitted concentration of half-maximal effect; % of control where 0% means no effect; nearly all actives have a fitted effect of over 50% in size
#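 In this qHTS, compounds that restore growth of yeast expressing TDP-43 appear as activators. Cells (OD600=0.02, galactose medium, raffinose-pregrown) are incubated with compound 24 hr at 30 deg C and growth is quantified by BacTiter-Glo.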
# FUS suppressor = qHTS for Suppressors of FUS Proteinopathy: Primary screen using FUS-linked yeast assay | 390,000 tested, 0.24% active | S. cerevisiae FUS-expressing, growth rescue, OD600, 24 h | Potency, µM (doses to about 76.6 µM), inactives show top-dose growth rescue (activation), usual class: activators;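 note: potency is the fitted concentration of half-maximal effect; plate controls were DMSO vehicle for no effect and reference control for full effect; nearly all actives have a fitted effect of over 55% in size; some results filed as inactive show a strong effect at the top dose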
#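 Galactose (2%) drives FUS expression in yeast precultured in raffinose; seeding density OD 0.005. Test compounds incubated 24hr at 30C and 99% humidity before absorbance at 600 nm was measured.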
# Akt phos inh = HTS Assay for Inhibitors of Akt Phophorylation: Primary Screen; Neuro2A IGF-stimulated pAkt S473 HTRF, 20 min; stronger effect = lower value; activity change, % for hits at 50 µM; 360,000 tested, 0.32% active; AID 651550, 2012; in the data active = activity change below about -80%; inconclusive = mostly about -51% to -80%; note: % is set by controls: 0 for no effect and ±100 for the full control effect
#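 Neuro2A cells in DMEM with 0.5% FBS, overnight at 37 deg C, given compound at single 50 µM final, then IGF (6 nM final) for 20 min at 37 deg C. Lysed; phospho-Akt Ser473 by HTRF after 24 h, 665/615 ratio.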
# aSyn rescue = qHTS of alpha-syn Inhibitors | Yeast expressing alpha-synuclein, growth rescue, BacTiter-Glo, 24 h | Potency, µM (titrated, usually from 46.1 µM), for the others: at the top dose growth rescue (activation), most hits filed as activators | 370,000 tested, 0.14% active | AID 652106, 2013; note: potency is the fitted concentration of half-maximal effect; % of control where 0% means no effect; nearly all actives have a fitted effect of over 65% in size
#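 Screening used galactose-induced yeast with toxic alpha-synuclein levels, exposed to compound for 24 hr at 30 deg C. Cell growth, read with BacTiter-Glo luminescence, gave the measured signal.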
# Abeta yeast res = qHTS for compounds that reverse cellular toxicity of Amyloid beta (A-beta) peptide in yeast: Primary Screen; yeast expressing A-beta42, growth rescue, OD600, 48 h; response scale: 0% DMSO, 100% iron-clioquinol control; Potency, µM (titrated, usually from 46.1 µM), for the others: at the top dose growth rescue, actives largely listed as activators; 410,000 tested, 0.063% active; AID 1347071, 2019; note: potency is the fitted concentration of half-maximal effect; nearly all actives have a fitted effect of over 55% in size
#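 Yeast growth medium received pinned compounds, then yeast cells expressing toxic A-beta were added; plates incubated at 30 C for 48 hr. Growth read as absorbance at 600 nm, normalized to DMSO and equimolar FeCl3 plus clioquinol controls.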
# Numbers without * were called inactive; i = inactive; u = inconclusive; x = no result given; & = joins results of further samples; [ ] = remark or other dose. Unless noted, calls come from the whole dose curve; as a rule, active = well fitted curve in the direction sought with a large enough effect; inconclusive = small, poorly fitted or top-dose-only effect, or another doubt; inactive = no such curve, though single readings can be large; an effect the other way counts as inactive or inconclusive. This is a subset (hit frequency here may not be typical).
# The line under a structure holds: PTHR1 ag | D3 antag | GLP1R ag | GLP1R inv ag | TDP-43 yeast inh | FUS suppressor | Akt phos inh | aSyn rescue | Abeta yeast res
- CN1C2CCC1CC(OC(=O)c1c[nH]c3ccccc13)C2 (configuration not stated)
    -8% | 1&7 | -1%&-14%&27% | -13%&0% | 22%&-9% | -28%&-15% | i | -12%&-6%&-5% | -10%&12%
- Cn1c(=O)c2c(c3ccccc31)OC(=O)CC2c1ccc(C(F)(F)F)cc1 (configuration not stated)
    -75%[inhibitor] | x | x | -2% | 18% | 13% | x | x | -39%[inhibitor]
- O=C1C(Nc2ccccc2)=C(N2CCCCC2)C(=O)c2ccccc21
    -10%[57.5 µM] | -60* | -7% | u | -6% | 7% | i | 20% | -74%[inhibitor]
- CCOC(=O)c1cc(C)n(CC2CCC(C(=O)Nc3cc(OC)cc(OC)c3)CC2)c1C (configuration not stated)
    -30% | x | x | u | -5% | 22% | x | x | -14%
- O=C(NC(=S)Nc1cccc(Cl)c1N1CCCCC1)c1ccc2c(c1)OCCO2
    -28% | -9 | -7% | u | -22% | x | i | -6% | -5%
- COc1ccc(-n2ncc(C(=O)Nc3ccc4c(c3)OCO4)c2C2CCN(C(=O)OC(C)(C)C)CC2)cc1
    -43% | x | x | 5% | -7% | u | x | x | -9%
- COC(=O)c1cc(-c2cccc([N+](=O)[O-])c2)c2c(=O)[nH]c(=O)n(C)c2n1
    i | 7 | 9% | 134%[activator] | -22% | 13% | i | 1% | -18%
- CCCN1CCN(C(=O)Cn2nc(C)n3c(cc4c(OC)cccc43)c2=O)CC1
    i | -1 | 5% | 37%[activator] | -25% | 19% | i | -1% | -9%
- CC(C)(C)SC(=O)C[C@@H]1NS(=O)(=O)OC2CCCCC21 (some centres not stated)
    -10% | u | 9% | -2% | -35% | -2% | i | -12% | -19%
- COc1ccc(CNS(=O)(=O)c2ccc(C)cc2)cc1
    -1% | 1 | -2% | -4% | 0% | -11% | i | 3% | -13%
- Cc1cc(C(=O)N/N=C/c2ccc(O)c([N+](=O)[O-])c2)n[nH]1
    -9% | u | -6% | 18% | -1% | -7% | i | -6% | -11%
- C/C(=N\OC(=O)c1ccc(F)cc1)c1sc(-c2ccc(Cl)cc2)nc1C
    i | -2 | 7% | 12% | 7% | -33% | i | -2% | -7%
- Cc1ccc(S(=O)(=O)c2c(N)n(-c3ccccc3)c3nc4ccccc4nc23)cc1
    -6% | -29 | 1% | 2% | -2% | 26% | i | -10% | 5%
- COc1ccc(-c2nc(CSCC(=O)NC3CCCc4ccccc43)c(C)o2)cc1OC (configuration not stated)
    -20%[57.5 µM] | 25 | 1% | u | u | u | i | 10% | -9%
- Cc1oc2c(c1C(=O)NCc1cc(C(=O)O)co1)CCCC2
    -2%[57.5 µM] | -16 | -4% | 7% | 4% | 11% | i | 1% | 8%
- Cc1ccn(CC(C)C(=O)O)n1 (configuration not stated)
    i | -4 | 0% | -4% | -18% | -5% | i | 1% | 1%
- O=c1cc(-c2ccccc2)nc2nc(-c3ccco3)[nH]n12
    i | 5 | -12% | -9% | 11% | -32% | i | -3% | 1%[9.22 µM]
- CC1CCc2sc(C(=O)NC(C)C3CCCO3)cc2C1 (configuration not stated)
    -10% | 7 | 4% | -8% | 28% | 25% | i | 6% | 9%
- CCCn1c(-c2cccnc2Cl)nc2cc(Cl)c(Cl)cc21
    i | -5 | 5% | 0% | 17% | 36% | i | 5% | 12%
- COc1ccc(/C=C/C(=O)OCC(=O)NCc2ccco2)cc1OC
    i | 2 | 12% | -8% | 28% | 23% | i | 8% | -9%
- O=C(CN1C(=O)S/C(=C\c2ccccc2F)C1=O)Nc1ccccc1O
    i | 2 | 2% | u | 15% | -7% | i | 8% | 6%
- Cn1c(=O)c2ccccc2n(CC(=O)NC2CCCC2)c1=O
    i | -28 | 3% | -7% | -25% | 23% | i | -4% | -13%
- O=S(=O)(c1ccc(-c2nnc(SCc3ccccc3)o2)cc1)N1CCCC1
    i | 32 | 6% | 7% | 2% | -6% | i | -1% | -1%
- O=C(c1ccccc1O)N1CCOCC1
    -25% | 7 | 3% | 38%[activator] | -27% | -4% | i | -3% | 6%
- COc1ccc(NC(=O)Nc2cc(C)cc(C)c2)cn1
    -18% | 5 | 7% | u | -13%[1.82 µM] | 18% | i | -2% | -1%
- COC(=O)c1ccc(NC(=O)CN2C(=O)CSC2=O)cc1
    i | -7 | 1% | 12% | -1% | 27% | i | -2% | -2%
- CCOc1ccccc1C(=O)NC(C)c1ccc(-n2ccnc2)cc1 (configuration not stated)
    -32% | 12 | 15% | 41%[activator] | 9% | 1% | i | -6% | -1%
- CC(=O)c1nn(-c2ccccc2)cc1C(=O)c1ccc(Br)cc1
    -7% | 3 | 10% | 1% | -4% | 4% | i | -1% | 1%
- CC(=O)Nc1ccc(S(=O)(=O)NCCCCNS(=O)(=O)c2ccc(NC(C)=O)cc2)cc1
    i | -20 | -1% | 13% | 0% | 14% | i | -3% | -8%
- Cc1ccc(N2CC(NC(=O)c3ccccc3Br)CC2=O)cc1 (configuration not stated)
    i | x | x | -4% | u | 21% | x | x | -1%
- Cc1ccc(C)c2[nH]c(=O)c(CCNC(=O)c3ccc(Br)o3)cc12
    -10%[57.5 µM] | 14 | -1% | 7% | -12% | 34% | x | -3% | -10%
- Cc1cc(OCCCn2ccnc2)cc(C)c1Cl
    -11%[57.5 µM] | 24 | 23% | -11% | -15% | 11% | x | -12% | 2%
- COc1cccc(CN(C)S(=O)(=O)c2ccc3c(c2)OCCO3)c1
    -19% | 4 | 6% | u | u | 17% | i | 18% | -22%
- CCN(CC)c1nc2cc(C)ccc2cc1/C=C(\C#N)C(N)=O
    i | 16 | 21% | 27% | -22% | 16% | i | 6% | -1%
- O=C(C/C=N\O)Nc1ccc(Oc2ccccc2)cc1
    -23% | 8 | 9% | -11% | -11% | 16% | i | 1% | -2%
- N#Cc1cc2c(nc1SCC(=O)N1CCCCC1)CCCCC2
    -4%[57.5 µM] | 21 | 4% | u | 23% | 22% | i | 0% | 3%
- Cc1ccc(-c2nc(CN(C)C(C3CC3)C3CC3)c(C)o2)cc1
    i | 9 | 15% | 17%[7.66 µM] | -5%[9.22 µM] | 13% | i | 2% | -3%
- O=C(c1c[nH]c2ccc(S(=O)(=O)N3CCC4(CC3)OCCO4)cc2c1=O)N1CCOCC1
    i | 0 | -4% | 1% | 26% | x | i | 5% | 0%
- CN(CC(=O)NCc1ccc(F)cc1)Cc1ccc(Br)cc1
    -6% | -3 | 17% | u | -10% | 14% | i | -2% | -6%
- Cn1c[n+](C)cc1/C=N/O
    i | 11 | -13% | 9% | 18% | 10% | i | 3% | -3%
- CCN(CC)CCN1C(=O)C(O)=C(C(=O)c2cccs2)C1c1ccccn1 (configuration not stated)
    i | -8 | -5% | 5% | -19% | 19% | i | 0% | 19%
- Cc1nc2nc(-c3ccco3)[nH]n2c(=O)c1C
    i | -12 | 5% | 8% | -17% | 5% | i | -6% | -5%
- O=C(N/N=C/c1cccc(Oc2ccccc2)c1)c1ccc(O)cc1O
    i | 1 | 15% | u | u | 38% | i | 6% | u
- CCOc1ccc2nc(NC(=O)CSC3=NCCS3)sc2c1
    -70%[inhibitor][57.5 µM] | -19 | 0% | 19% | 6% | 10% | i | 5% | 20%
- COc1ccc2c(c1)CCCC21NC(=O)N(CC(=O)NC(=O)NCc2ccccc2)C1=O (configuration not stated)
    -17% | -7 | 4% | -21% | -12% | 17% | i | -1% | -19%
- COCCn1c(C)cc(C(=O)CSc2nc3ccccc3c(=O)n2Cc2ccco2)c1C
    -10% | 16 | 8% | 14% | -6% | x | i | 1% | 0%

# Some of these compounds in order of molecular weight, descending:
# The line under a structure holds: PTHR1 ag | D3 antag | GLP1R ag | GLP1R inv ag | TDP-43 yeast inh | FUS suppressor | Akt phos inh | aSyn rescue | Abeta yeast res
- O=C(c1c[nH]c2ccc(S(=O)(=O)N3CCC4(CC3)OCCO4)cc2c1=O)N1CCOCC1
    i | 0 | -4% | 1% | 26% | x | i | 5% | 0%
- COCCn1c(C)cc(C(=O)CSc2nc3ccccc3c(=O)n2Cc2ccco2)c1C
    -10% | 16 | 8% | 14% | -6% | x | i | 1% | 0%
- CN(CC(=O)NCc1ccc(F)cc1)Cc1ccc(Br)cc1
    -6% | -3 | 17% | u | -10% | 14% | i | -2% | -6%
- CCOc1ccc2nc(NC(=O)CSC3=NCCS3)sc2c1
    -70%[inhibitor][57.5 µM] | -19 | 0% | 19% | 6% | 10% | i | 5% | 20%
- COc1cccc(CN(C)S(=O)(=O)c2ccc3c(c2)OCCO3)c1
    -19% | 4 | 6% | u | u | 17% | i | 18% | -22%
- O=C(N/N=C/c1cccc(Oc2ccccc2)c1)c1ccc(O)cc1O
    i | 1 | 15% | u | u | 38% | i | 6% | u
- CCN(CC)c1nc2cc(C)ccc2cc1/C=C(\C#N)C(N)=O
    i | 16 | 21% | 27% | -22% | 16% | i | 6% | -1%
- Cc1nc2nc(-c3ccco3)[nH]n2c(=O)c1C
    i | -12 | 5% | 8% | -17% | 5% | i | -6% | -5%
- Cn1c[n+](C)cc1/C=N/O
    i | 11 | -13% | 9% | 18% | 10% | i | 3% | -3%
